Screening data as filed in PubChem.
GALK inhibitor: qHTS Assay for Inhibitors of Human Galactokinase (GALK); Purified GALK, Kinase-Glo residual ATP luminescence; P51570; hit rate 0.007% among 270,000; AID 1868, 2009; Potency, µM (doses to about 57.5 µM), without a hit: at the top dose activity change, negative = inhibition, hits mostly inhibitors; further: potency means the concentration at half of the fitted maximal effect; on the % scale 0 is the no-effect control and ±100 the full control effect
Target sequence (P51570 whole entry, looked up): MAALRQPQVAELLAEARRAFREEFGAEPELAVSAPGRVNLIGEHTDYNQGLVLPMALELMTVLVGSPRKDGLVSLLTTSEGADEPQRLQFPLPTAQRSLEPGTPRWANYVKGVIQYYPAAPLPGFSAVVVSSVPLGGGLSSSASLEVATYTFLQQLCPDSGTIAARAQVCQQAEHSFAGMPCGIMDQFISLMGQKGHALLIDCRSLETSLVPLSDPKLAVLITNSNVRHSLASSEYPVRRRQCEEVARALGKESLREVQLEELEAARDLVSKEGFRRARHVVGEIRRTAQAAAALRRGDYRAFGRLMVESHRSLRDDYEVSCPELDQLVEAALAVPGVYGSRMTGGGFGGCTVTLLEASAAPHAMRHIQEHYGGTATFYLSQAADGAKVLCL
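5 nM enzyme, 35 uM ATP, 100 uM galactose, 20 mM HEPES pH8.0, 5 mM MgCl2; 1 h RT; residual ATP by Kinase-Glo Plus luminescence, qHTS format.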
MLL CXXC-DNA inh: qHTS Fluorescence Polarization Assay for Inhibitors of MLL CXXC domain - DNA interaction | Histone-lysine N-methyltransferase 2A (Homo sapiens), Q03164 | MLL-CXXC / FITC-HOXA9 DNA fluorescence polarization | hit rate 0.037% among 290,000 | Potency, µM (highest dose often 115 µM), inactives show at the top dose activity change, negative = inhibition, hits mostly inhibitors; active means well fitted inhibition curve with a large enough effect in the polarisation, with a control signal flat, not every such curve was filed as active; inconclusive means small, poorly fitted or top-dose-only effect, or effect the other way, or a change in a side signal; inactive means no such curve, though single readings can be large or run the other way; the % refers to the polarisation; further: potency means the concentration at half of the fitted maximal effect
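Purified MLL-CXXC (added from a 7 uM solution) was preincubated 5 min at ambient with pinned compounds in 50 mM Tris-HCl pH 7.5, 50 mM NaCl, 1 mM DTT, 0.05% BSA. Fluorescein-labeled HOX-A9 DNA (50 nM solution) followed, 30 min, then polarization read.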
Coupling enz: qHTS Assay for Inhibitors of Fructose-1,6-bisphosphate Aldolase from Giardia Lamblia: Coupling assay counterscreen; activity change, negative = inhibition, % at 58.2 µM, hits read low; coupling enzyme system counterscreen, AmpLite Red fluorescence; hit rate 0.67% among 290,000; in the data active means activity change below about -30%; further: on the % scale 0 is the no-effect control and ±100 the full control effect
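Fluorescence at 525 nm excitation and 598 nm emission measured inhibition of the coupled detection system without aldolase. Compounds (at 57.5 uM final) were preincubated 10 min at room temperature with coupling enzyme reagent before a 20 min substrate/AmpLite Red step.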
KCNH2 WT inh: qHTS for Inhibitors of KCHN2 3.1: Wildtype qHTS; Voltage-gated inwardly rectifying potassium channel KCNH2 (Homo sapiens), Q12809; U2OS, BacMam KCNH2, thallium flux FluxOr; hits give low values; activity change, % at 1.84 µM; hit rate 0.37% among 340,000; AID 720551, 2013;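 active means maximum activity change below -70%; inconclusive means maximum activity change between -70% and -50%; inactive means maximum activity change above -50%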; further: on the % scale 0 is the no-effect control and ±100 the full control effect
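U2OS cells transduced with wild-type KCNH2 virus are loaded with FluxOr dye for 45 min, and thallium flux is measured in kinetic reads before and after stimulation buffer. Rate constants are normalized to DMSO controls.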
TSHR antag: Antagonists of the Thyroid Stimulating Hormone Receptor: HTS campaign. TSHR-expressing cells, TSH-stimulated cAMP HTRF, 2 h; hits give low values. activity change, negative = inhibition, % at 11.5 µM. hit rate 0.2% among 330,000. AID 504810, 2011;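 active means activity change below a set negative limit, meaning inhibition stronger than a set level, cut at about -70% in these data; inconclusive means activity change between two set negative limits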; further: on the % scale 0 is the no-effect control and ±100 the full control effect
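Read-out is FRET at 665 nm (cryptate excitation 337 nm) from a cryptate-tagged anti-cAMP antibody, competed by cell cAMP against cAMP-d2. Compounds are tested on freshly harvested TSHR cells challenged with 4nM TSH (EC80) for 2 hours at 37 deg C.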
Chronic BCR inh: qHTS Assay to Find Inhibitors of Chronic Active B-Cell Receptor Signaling. ABC-DLBCL IkBa-CBG/CBR reporter, luminescence ratio, 4 h. Potency, µM (highest dose often 46.1 µM), without a hit: top-dose ratio change, negative = lower green/red ratio, actives largely listed as inhibitors. hit rate 0.05% among 340,000; active means well fitted inhibition curve with a large enough effect in the signal ratio, with a control signal flat, not every such curve was filed as active; inconclusive means small, poorly fitted or top-dose-only effect, or effect the other way, or a change in a side signal; the % refers to the signal ratio;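 further: potency means the concentration at half of the fitted maximal effect; plate controls were basal doxycycline-induced cells for no effect and cells given 10 µM MG132 for full effect; MG132 reads +100%, hits lower the ratio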
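TMD8 human ABC-DLBCL cells with doxycycline-inducible IκBα–green luciferase fusion and unfused red luciferase, in 0.5% FBS medium; compounds up to 46 uM, 4 h at 37C. Green/red luminescence ratio, filter-overlap corrected, fitted to concentration-response curves.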
Giardia kill: Small Molecules that selectively kill Giardia lamblia: qHTS; Giardia lamblia trophozoite viability; activity change, % at 7.66 µM, hits read low; hit rate 0.15% among 340,000; AID 540267, 2011; in the data active means activity change below about -80%; inconclusive means between about -30% and that limit;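 further: parasites exposed to compound for two days anaerobically before the ATP read; on the % scale 0 is the no-effect control and ±100 the full control effect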
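Compounds were tested on trophozoites seeded at 100 cells/well and held 48 hrs at 37 deg C anaerobically. An ATP-based luminescent kit measured the remaining live cells.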
TCR act: Activators of T cell receptors: qHTS campaign. Potency, µM (top dose mostly 9.22 µM), without a hit: at the top dose activation of IL-2 secretion, most hits filed as activators. 330,000 tested, under 10 active. AID 504894, 2011. primary human leukocytes, anti-CD3, IL-2 HTRF, 48 h; further: % of control where 0% means no effect
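Human primary leukocytes + a-CD3 beads + cpd, 48 hr; IL-2 in supernatant by HTRF (ex 320nm / em 665nm). No co-stimulatory signal supplied.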
AT treatment: qHTS Assay for Identifying a Potential Treatment of Ataxia-Telangiectasia. […] A-T fibroblasts, KAP-1 phosphorylation AlphaLISA; neocarzinostatin DNA damage 30 min before lysis. Potency, µM (series often up to 57.5 µM), for inactives: at the top dose activation, actives largely listed as activators. hit rate 0.19% among 320,000. AID 485349, 2010; further: potency means the concentration at half of the fitted maximal effect; % of control where 0% means no effect; nearly all actives have a fitted effect of over 45% in size
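ATM-like activity read as KAP-1 phosphorylation via AlphaLISA donor/acceptor antibody pairs after lysis and 6 hr at 25C. Cells were ATM-null patient fibroblasts ([…], hTERT), dosed 60 min, then exposed to the DSB inducer NCS for 30 min.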
Tb PFK inh: qHTS Assay to Find Inhibitors of T. brucei phosphofructokinase; T. brucei PFK, ADP-Glo luminescence; Potency, µM (top dose mostly 57.5 µM), for inactives: at the top dose activity, negative = inhibition, actives largely listed as inhibitors; ATP-dependent 6-phosphofructokinase (Trypanosoma brucei brucei), O15648; hit rate 0.17% among 330,000;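 further: potency means the concentration at half of the fitted maximal effect; 0% = uninhibited 1x PFK enzyme wells and -100% = no-enzyme wells; nearly all actives have a fitted effect of over 60% in size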
Target sequence (O15648 whole entry, looked up): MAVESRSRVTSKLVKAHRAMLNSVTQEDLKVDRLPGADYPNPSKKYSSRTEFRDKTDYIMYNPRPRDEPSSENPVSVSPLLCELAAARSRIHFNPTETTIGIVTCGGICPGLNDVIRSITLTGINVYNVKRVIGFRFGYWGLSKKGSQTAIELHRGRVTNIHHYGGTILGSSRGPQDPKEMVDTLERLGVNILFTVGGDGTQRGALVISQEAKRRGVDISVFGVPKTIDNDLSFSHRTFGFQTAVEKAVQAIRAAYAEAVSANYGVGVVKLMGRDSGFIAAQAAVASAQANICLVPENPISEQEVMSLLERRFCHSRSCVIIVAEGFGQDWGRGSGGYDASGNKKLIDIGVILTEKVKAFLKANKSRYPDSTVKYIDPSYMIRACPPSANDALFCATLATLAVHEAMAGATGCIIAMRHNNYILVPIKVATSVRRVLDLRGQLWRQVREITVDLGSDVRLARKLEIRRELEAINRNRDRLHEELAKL
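Compounds were pin-transferred as a titration series up to 57 uM into substrate buffer (0.5 mM F6P, 0.1 mM ATP, pH 8.0), then 1.25 nM PFK was added and reactions ran 45 min before ADP-Glo detection.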
Starred values were filed as active, the others as inactive; u = inconclusive; x = not tested or not shown; [ ] = remark or other dose. Unless noted, the call rests on the fitted dose curve; in most records, active means well fitted curve in the direction sought with a large enough effect; inconclusive means small, poorly fitted or top-dose-only effect, or another doubt; inactive means no such curve, though single readings can be large; an effect the other way counts as inactive or inconclusive.

SMILES	GALK inhibitor	MLL CXXC-DNA inh	Coupling enz	KCNH2 WT inh	TSHR antag	Chronic BCR inh	Giardia kill	TCR act	AT treatment	Tb PFK inh
C/C(Cn1cnc([N+](=O)[O-])n1)=N/NC(=O)COc1ccccc1Cl	x	-8.9%	-1.0	3.3	1.8	u	3.3	0.1%[46.1 µM]	0.6%	-3.6%
Cc1ccc(-c2nn3c(-c4ccco4)nnc3c3ccccc23)cc1S(=O)(=O)NCC1CCCO1 (configuration not stated)	-2.7%	0.1%	-0.6	-5.1	-11.7	2.2%	0.2	4.9%	-1.8%	1.6%
Cc1nc(-c2ccc(NC(=O)Cc3ccccc3)cc2)cs1	5.3%	5.6%	4.7	10.2	7.1	6.7%	0.8	3.8%	1.4%	-21.1%
CC(C)(CO)CNC(=O)CCc1nnc(-c2ccc(-c3ccccc3)cc2)o1	3.9%	-3.6%	5.9	40.8	26.0	-13.7%	8.4	1.4%	-3.5%	-2.1%
O=C(CN1C(=O)C(=O)N(C2CCCC2)C1=O)NCCc1ccc(F)cc1	x	x	x	-3.6	-5.0	0.4%	-6.4	2.5%	14.3%	6.4%
CC1C(=O)NC(=O)C1c1ccccc1 (configuration not stated)	4.8%	-2.9%	1.0	-10.8	12.4	0.9%	9.3	-3.3%	0.0%	0.0%
CN(C)C(=O)c1ccc(-c2nnc(NCc3ccccc3)c3ccccc23)cc1	1.9%	6.5%	-3.1	-1.2	-0.5	-14.3%	15.6	7.4%[46.1 µM]	-1.9%	1.4%
Cc1[nH]c(=O)[nH]c(=O)c1S(=O)(=O)Nc1ccc(Cl)c([N+](=O)[O-])c1	0.5%	23.1%	3.7	-3.7	-5.5	u	8.0	-2.1%	-6.5%	-9.3%
COc1ccc(/C=C/C(=O)NCCc2ccc(OC)c(OC)c2)cc1	1.9%	7.8%	-1.8	-3.6	-6.4	-3.3%	19.2	-3.4%	-4.0%	-1.1%
Cc1ccccc1Nc1nnc(SCC(=O)Nc2ccccc2[N+](=O)[O-])s1	-1.8%	9.6%	0.5	-7.6	-19.3	-5.4%	-3.9	5.0%[46.1 µM]	5.3%	4.6%
CCCN(CCC)S(=O)(=O)c1ccc(Cl)c(OC)c1	3.1%	4.7%	-0.2	1.3	-2.4	2.2%	9.1	5.1%	0.1%	-1.7%
COc1ccc(/C(O)=C2/C(=O)C(=O)N(c3nc(C)c(C)s3)C2c2ccco2)cc1 (configuration not stated)	5.9%	-1.5%	8.8	-3.1	16.6	1.7%	28.1	7.3%	4.0%	-1.6%
Cc1noc(C)c1NC(=O)NCCN1CCN(Cc2ccccc2)CC1	4.9%	-0.8%	1.6	1.1	-0.5	0.4%	5.2	2.8%	3.5%	-3.8%
CCc1ccc(N(CC(=O)NCc2ccco2)C(=O)CCC(=O)Nc2ccccn2)cc1	1.6%	1.0%	-0.8	1.5	13.2	u	u	-22.2%	7.1%	-3.0%
O=C(N/N=C/c1ccco1)C1CC1(c1ccccc1)c1ccccc1 (configuration not stated)	0.4%	3.8%	-2.0	-21.6	15.6	u	u	6.9%[46.1 µM]	0.4%	-9.2%
CCN(CC)S(=O)(=O)c1ccc(NC(=O)c2ccccc2N(C)S(C)(=O)=O)cc1	1.2%	11.8%	3.9	-3.8	-5.0	12.9%	-8.8	0.3%	3.9%	-3.9%
COc1ccc(C)cc1S(=O)(=O)N1CCN(C(=O)c2ncoc2-c2ccc(F)cc2)CC1	-1.0%	3.6%	7.2	2.7	-35.7	2.2%	-19.3	-3.5%	4.6%	0.9%
Nc1nccnc1C(=O)OCC(=O)Nc1ccc2[nH]c(=O)[nH]c2c1	x	x	x	1.5	2.7	2.1%	14.8	0.5%	1.2%	u
CC(C)(C)c1ccc(/C=C(\C#N)C(=O)Nc2ccccn2)cc1	1.9%	-0.4%	-0.8	3.6	5.9	3.4%	-22.2	3.6%	-4.3%	0.0%
Cc1ccc(/C=N/NC(=O)c2c(-c3ccccc3)noc2C)o1	x	6.9%	-13.4	-23.1	1.1	3.2%	-24.8	1.5%	-2.8%	0.3%
COc1ccc(CC(=O)Nc2cccc(S(=O)(=O)N3CCCCC3)c2)cc1	x	x	x	2.0	-25.7	0.2%	-29.6	-4.4%	7.1%	-0.9%
C/C=C/C(=O)OCC(=O)Nc1ccc(OC)c(OC)c1	10.8%	-10.8%	-0.6	-0.4	10.5	u	24.3	-1.6%	-2.8%	0.4%
COc1ccccc1N1CCN(CCCNC(=O)Cn2ncc3c([nH]c4ccccc43)c2=O)CC1	5.8%	6.1%	-2.0	-38.0	18.2	3.8%	2.6	4.6%	3.5%	-2.6%
COCCn1cnc2c1c(=O)n(CC(=O)Nc1cc(C)on1)c(=O)n2Cc1ccccc1	4.1%	-3.5%	0.5	3.3	12.9	-0.3%	2.1	-0.4%	x	0.4%
O=C(c1cc([N+](=O)[O-])cc([N+](=O)[O-])c1)N(Cc1nnc(-c2ccccc2Cl)o1)C1CC1	0.0%	5.2%	-1.8	7.5	-2.9	-9.1%	u	0.8%	-20.5%	-2.9%
CCCCn1c(=O)n(CC(O)c2ccccc2)c(=O)c2c1ncn2C1CCCC1 (configuration not stated)	6.6%	-0.1%	0.6	1.7	5.8	u	-10.0	x	14.9%	1.8%
COc1ccnc(-n2cccc2C=O)c1C#N	-2.4%	4.1%	-0.3	-2.8	-2.7	6.0%	6.1	0.3%	1.1%	-1.3%
O=C(CC1S/C(=N/N=C/C=C/c2ccccc2)NC1=O)Nc1ccc(Cl)c(Cl)c1 (configuration not stated)	-2.4%	31.0%[activator]	-4.0	10.5	-6.8	7.5%	4.1	-3.3%	-3.2%	7.8%
CC(C)NC(=S)N/N=C/c1ccc(C(C)(C)C)cc1	-0.7%	0.8%	-2.8	-2.8	-11.8	-0.5%	-0.6	4.6%	2.0%	0.0%
CN(CC(=O)Nc1ccc(S(=O)(=O)N2CCCC2)cc1)Cc1ccc(Cl)cc1Cl	-0.2%	3.3%	2.8	-2.9	-8.7	-6.3%	12.3	4.1%[46.1 µM]	2.7%	-0.2%
O=C(CS(=O)(=O)c1cn(Cc2ccc(Cl)cc2)c2ccccc12)N1CCOCC1	0.1%	22.0%	1.8	-7.3	15.6	2.7%	-5.4	0.9%[46.1 µM]	-1.8%	1.1%
O=C(COc1ccccc1Cl)NCCCNC(=O)c1cnccn1	6.4%	6.0%	-0.1	-6.0	18.2	-2.5%	0.5	7.5%	u	-22.2%
CN(C(=O)Cn1nnc(-c2cccnc2)n1)C1CCCCC1	-3.5%	-1.8%	3.0	1.4	11.3	1.2%	6.9	-0.8%	18.3%	7.9%
COc1cc2c(cc1OC)C(c1cccc(C)c1)CC(=O)N2 (configuration not stated)	-0.7%	11.9%	5.7	x	-0.1	u	10.7	4.2%	4.5%	-1.0%
CCOC(=O)c1ccc(NC(=O)CN(C)S(=O)(=O)c2ccc(OC)cc2)cc1	-2.5%	11.9%	3.3	6.4	1.7	5.2%	-15.5	-2.2%	-5.8%	-1.6%
CN(C)C(=S)NC1CCS(=O)(=O)C1 (configuration not stated)	0.5%	0.0%	0.6	3.2	7.9	1.6%	12.5	-1.7%	-5.1%	-4.9%
Nc1nc(Nc2cccc(Cl)c2)n[nH]1	-0.5%	-0.1%	-1.6	1.7	-1.3	-5.5%	9.2	3.0%	-4.9%	-2.8%
Cc1nc2ccc(NC(=O)CCS(=O)(=O)c3ccc(Cl)cc3)cc2s1	1.8%	17.6%	1.9	-21.3	-3.3	u	-14.2	1.6%[46.1 µM]	-0.8%	-0.4%
CCc1nc(SCC(=O)N2CCCC2)c2c(=O)n(C)c(=O)n(C)c2n1	-2.9%	1.0%	x	2.0	-11.0	-1.5%	7.9	-5.6%	-20.7%	-2.5%
Nc1cc(=O)[nH]c(SCC(=O)Nc2ccccc2Sc2ccc(Cl)cc2)n1	15.3%	12.0%	-27.1	-2.1	-4.9	0.0%	4.3	1.5%	-0.4%	5.4%
COc1ccc(CCNC(=O)CCc2cc(OC)c(OC)c(OC)c2)cc1	8.8%	9.1%	1.5	-7.4	-3.7	-5.8%	4.9	5.4%	2.9%	-6.4%
